TRPC6 inhibitor: mouse TRPC6 channel inhibition. AID 2553. Q61143. B-score at 10 µM. HEK293-TRPC6, membrane potential dye, ACh-evoked depolarization; hits give low values. 310,000 tested, 1.1% active;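 active = B-score under library mean minus 3 SD, initial fluorescence not abnormally high, positive integrated signal ratio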;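 also: B-score derived from integrated fluorescence ratio over the kinetic read; more negative B-score means stronger inhibition of depolarization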
aSyn UTR inh: 5' untranslated region of α-synuclein, MLPCN primary screen; alpha-synuclein 5'UTR reporter, inhibitor activity; AID 1813; inhibition, % (tested at 7.5 µM); 300,000 tested, 0.82% active; in the data active = inhibition above about 60%; inconclusive = no clear call, values can overlap the other calls;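 also: H4 neuroglioblastoma cells stably carrying SNCA 5'UTR luciferase fusion; 0% = DMSO wells and 100% = positive control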
TRPC6 act: mouse TRPC6 channel activation. HEK293-TRPC6 membrane potential dye fluorescence; hits give high values. B-score at 10 µM. 310,000 tested, 0.13% active. AID 2550;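 active = B-score of the integrated fluorescence ratio above library mean plus 3 SD, and starting fluorescence ratio within library mean plus 5 SD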;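 also: higher score means more depolarization so channel activation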
TRPC4 act: activators of mouse TRPC4 channel; B-score at 10 µM; AID 2237; 310,000 tested, 0.49% active; HEK293 TRPC4beta/mu-opioid, Fluo4 calcium fluorescence; hits give high values;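 active = B-score above 5 SD of library B-scores, and initial fluorescence ratio not above library mean plus 5 SD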;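 also: positive B-score marks a calcium rise read as TRPC4 activation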
Target sequence (Q9QUQ5 whole entry, looked up): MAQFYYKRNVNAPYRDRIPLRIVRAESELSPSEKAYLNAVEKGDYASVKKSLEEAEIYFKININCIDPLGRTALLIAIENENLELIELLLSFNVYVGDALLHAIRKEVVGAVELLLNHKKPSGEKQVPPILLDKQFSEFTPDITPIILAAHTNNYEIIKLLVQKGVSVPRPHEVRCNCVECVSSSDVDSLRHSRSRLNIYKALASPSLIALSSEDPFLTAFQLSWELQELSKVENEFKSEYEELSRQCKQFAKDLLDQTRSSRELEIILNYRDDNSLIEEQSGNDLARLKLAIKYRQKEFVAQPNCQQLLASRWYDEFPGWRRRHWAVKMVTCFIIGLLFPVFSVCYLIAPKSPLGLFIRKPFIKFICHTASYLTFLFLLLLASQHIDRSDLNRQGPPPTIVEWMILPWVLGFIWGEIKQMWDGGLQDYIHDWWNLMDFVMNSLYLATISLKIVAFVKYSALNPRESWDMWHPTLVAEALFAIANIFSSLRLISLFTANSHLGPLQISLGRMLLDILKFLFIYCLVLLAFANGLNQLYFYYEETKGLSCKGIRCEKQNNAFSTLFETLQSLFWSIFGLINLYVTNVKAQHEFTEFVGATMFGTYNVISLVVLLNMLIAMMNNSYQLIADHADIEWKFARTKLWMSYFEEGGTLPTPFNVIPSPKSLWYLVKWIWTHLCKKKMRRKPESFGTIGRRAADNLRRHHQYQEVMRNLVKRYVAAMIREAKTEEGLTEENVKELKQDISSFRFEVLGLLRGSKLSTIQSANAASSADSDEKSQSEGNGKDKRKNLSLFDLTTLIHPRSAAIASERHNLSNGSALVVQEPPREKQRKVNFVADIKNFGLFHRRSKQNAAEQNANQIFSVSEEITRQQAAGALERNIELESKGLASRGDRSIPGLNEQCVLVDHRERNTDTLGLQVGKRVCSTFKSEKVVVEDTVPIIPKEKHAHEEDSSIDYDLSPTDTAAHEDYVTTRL
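Incubation: 45 min room-temperature Fluo4 loading, 110 s read / System: HEK293 cells stably co-expressing mouse TRPC4beta and mu-opioid receptor / Signal: Fluo4 fluorescence, kinetic / Control set: buffer (low) and maximal DAMGO (high) / Measure: integrated baseline-normalised fluorescence ratio, converted to per-well B score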
KLF5 inhibitor: inhibitors of KLF5 expression. 290,000 tested, 0.23% active. inhibition, % at 5 µM. DLD-1 KLF5 promoter-luciferase reporter, luminescence;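 active = inhibition above a per-plate limit of that plate's mean compound inhibition plus 3 SD, cut at about 60% in these data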;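 also: 0% = DMSO wells and 100% = LY294002 at 200 µM; higher means less KLF5 promoter-driven luciferase light; inactives centre near -14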
TRPC4 inh: blocks the mouse TRPC4 cation channel. Q9QUQ5. B-score at 10 µM. HEK293 TRPC4beta/mu-opioid, DAMGO-evoked Fluo4 calcium flux; hits give low values. AID 2247. 300,000 tested, 0.39% active;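 active = B-score over 3 SD under the library average, no early fluorescence shift, positive overall ratio signal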
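Material: HEK293 cells with stable TRPC4beta plus mu-opioid receptor expression / Probe or stimulus: DAMGO in two steps, submaximal then maximal / Compound: single concentration per test compound / Technique: kinetic Fluo4 fluorescence imaging of calcium influx / Read-out: per-well B score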
IEC-6 cytotox: IEC-6 cytotoxicity, counter-screen for KLF5 inhibitors. AID 1825. luminescence viability. inhibition, % at 5 µM. 290,000 tested, 0.78% active; in the data active = inhibition above about 22%;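 also: 0% = plate median of test compound wells and 100% = cytotoxic reference compound wells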
TRPC4 potent: TRPC4 (mouse) allosteric potentiation | HEK293 TRPC4beta/mu-opioid, DAMGO EC20, Fluo-4 Ca2+ flux; hits give high values | B-score at 10 µM | 310,000 tested, 0.42% active | AID 2227;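 active = B-score of calcium response area above 5 SD of library B-scores, with initial fluorescence ratio within 5 SD of library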;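 also: B-score of integrated fluorescence ratio over time as area under calcium response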
HIF activator: HIF pathway transcriptional activation | AID 1910 | U2OS HRE-luciferase reporter, luminescence; normalized: DMSO 0%, desferrioxamine 100% | activation, % at 7.5 µM (by protocol) | 300,000 tested, 0.32% active;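 active = mean activation of at least 10% of the iron chelator positive control signal, with at least half of replicates also reaching 10%; inconclusive = mean and replicate majority disagree about reaching 10%; inactive = mean and most replicates under 10%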
MrgX1 antag: antagonists of human MrgX1 receptor. Q96LB2. MRGX1-HEK293 calcium flux, Fluo-4, BAM8-22 antagonism; hits give low values. B-score at 10 µM. 310,000 tested, 1.3% active;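 active = calcium-response B-score plate-corrected more than 3 library SD below zero, starting fluorescence within 5 deviations, no agonist response on first addition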;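 also: peak minus trough fluorescence over baseline after final BAM8-22 challenge near maximal dose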
SKKanGAS inh: inhibitors of SKKanGAS S. pyogenes growth in kanamycin (SK-promoter or general growth effect) | BacTiter-Glo, 6 h | inhibition, % at 7.5 µM | 300,000 tested, 1.3% active | AID 1662;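 active = mean replicate score, as percent of positive control median, at least 50; inconclusive = mean below 50 but one replicate at or above 50; inactive = mean and every replicate below 50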;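 also: strain carries kanamycin resistance gene driven by streptokinase promoter and grows in 40 µg/ml kanamycin; loss of luminescence reflects streptokinase promoter inhibition or plain growth inhibition; 0% = median of DMSO wells and 100% = positive control at its reference dose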
* = called active by the depositor; i = inactive; ? = inconclusive; nt = not tested or not shown.

SMILES	TRPC6 inhibitor	aSyn UTR inh	TRPC6 act	TRPC4 act	KLF5 inhibitor	TRPC4 inh	IEC-6 cytotox	TRPC4 potent	HIF activator	MrgX1 antag	SKKanGAS inh
CC(C)Cn1cc(C(=O)NC2CCN(Cc3ccccc3)CC2)c2c3ccccc3n(C)c2c1=O	i	-13	i	i	-28	i	7	i	-0.7	i	0
O=C(O)CN=C(NS(=O)(=O)c1ccc(Cl)cc1)c1ccccc1	i	16	i	i	-40	i	-8	i	0.2	i	-9
O=Nc1c(-c2cccc([N+](=O)[O-])c2)nc2ncccn12	i	42	i	i	-7	i	-6	i	0.4	i	0
CCN1C(=O)[C@@H]2[C@@H](c3ccc(-c4ccc(F)cc4)cc3)N3CCCC[C@@]3(C(=O)OC)[C@@H]2C1=O	i	30	i	i	nt	i	nt	i	-0.2	i	-4
COc1ccccc1-c1noc(CCCC(=O)Nc2ccc(C(N)=O)cc2)n1	i	7	i	i	-14	i	-1	i	-0.4	i	3
O=C(NC(=S)Nc1ccc(Cl)c(C(=O)O)c1)c1cncc(Br)c1	i	-13	i	i	-47	i	-6	i	-0.3	i	4
O=C(CSCc1c(Cl)cccc1Cl)Nc1ccc2c(c1)OCCO2	i	-53	i	i	-22	i	-10	i	1.8	i	-6
COc1ccc(N2CCC(CNC(=S)Nc3ccc(C)cc3C)C2)cc1 (stereo unspecified)	i	12	i	i	-28	i	3	i	-0.5	i	12
O=C1CCc2cc(NS(=O)(=O)c3ccccc3)cc3c2N1CCC3	i	8	i	i	nt	i	nt	i	0.4	i	-11
O=C(N/N=C/C(Br)=C/c1ccccc1)c1cccnc1	i	-35	i	i	-19	i	20	i	3.6	i	-10
CCO[C@H]1OC(C(=O)NC2CC2)=C[C@@H](C2CC2)[C@@H]1CCCO	i	0	i	i	-19	i	2	i	-1.0	i	-6
COc1ccc(CNC(=O)C2Cc3cc(S(=O)(=O)N4CCCC4)ccc3N2C(C)=O)c(OC)c1 (stereo unspecified)	i	18	i	i	-22	i	5	i	0.1	i	6
O=C(COc1ccccc1)NC(=S)Nc1cccc(NC(=O)c2ccccc2Cl)c1	i	14	i	i	-17	i	-6	i	-0.1	i	-5
C=CCn1nc2n(c1=O)-c1ccccc1SC2	i	11	i	i	-25	i	0	i	0.6	i	-2
C/C=C(\C)C(=O)NCCN1C2=NC[C@H](Cc3ccccc3)N2C[C@@H]1Cc1ccc(OC)cc1	i	23	i	i	nt	i	nt	i	0.1	i	-1
Cc1nnc(SCC(=O)N(C(C)C)C(C)C)[nH]c1=O	i	-7	i	i	-7	i	2	i	0.0	i	0
N#Cc1ccc(S(=O)(=O)NCC(=O)OCC(=O)NCCc2ccccc2)cc1	i	-6	i	i	-22	i	0	i	-0.6	i	1
CCCC(=O)Nc1ccc(Cl)c(NC(=O)C(C)(C)C)c1	i	-4	i	i	-24	i	2	i	0.2	i	0
CC(=O)Nc1ccc(S(=O)(=O)N2CCC(C(N)=O)(N3CCCCC3)CC2)cc1	i	16	i	i	17	i	-7	i	-0.5	i	-6
COC(c1ccccc1)(c1ccccc1)C(Oc1nccc(C)n1)C(=O)O (stereo unspecified)	i	9	i	i	-7	i	-6	i	-4.5	i	-2
CC(C)(C)c1nnc(NC(=O)c2cc(-c3ccccc3)nc3ccccc23)s1	i	6	i	i	-16	i	4	i	-7.1	i	?
Cc1cc(=O)oc2cc(OCC(=O)N3CCN(c4ccccc4)CC3)c(Cl)cc12	i	-28	i	i	-2	i	5	i	-0.4	i	1
CSc1ccc(NC(=O)Nc2cccn(Cc3ccccc3F)c2=O)cc1	i	-76	i	i	1	i	-3	i	2.1	i	9
COc1ccc2[nH]c(C)c(CCNC(=S)Nc3cc(C)ccc3C)c2c1	i	6	i	i	2	i	-11	i	-0.3	i	0
Cc1ccc(S(=O)(=O)Nc2cccc(C(=O)NCC(c3ccco3)N3CCCC3)c2)cc1F (stereo unspecified)	i	10	i	53*	nt	-6*	nt	i	0.3	i	-5
COc1cc(CN(C(=S)NCC(=O)O)C2CCCC2)cc(OC)c1OC	i	6	i	i	-11	i	4	i	0.1	i	-3
CCOC(=O)C(Cc1c(F)cccc1Cl)c1ccnc2nc(N)nn12 (stereo unspecified)	i	34	i	i	-15	i	3	i	-0.7	i	-10
Cc1cccc(OC(=O)NCCOC(=O)N(O)c2ccc(Cl)cc2)c1	i	-11	i	i	11	i	2	i	0.0	i	44
CC[C@@H](C)[C@H](CN[C@H](CNC)C(C)C)NC[C@@H](C)c1ccc(CC(C)C)cc1	i	14	i	i	-16	i	-7	i	-0.3	i	64*
O=C1CCCC2(O)C1C(c1cccc(Br)c1)NC(=O)N2Cc1ccccc1 (stereo unspecified)	i	-5	i	i	-31	i	-6	i	-0.3	i	nt
CCC(C)(C)NC(=O)C(c1cccn1C)N(Cc1ccc(OC)cc1)C(=O)Cn1nnc2ccccc21 (stereo unspecified)	i	13	i	i	-51	i	0	i	-30	i	13
COc1ccc(-c2cc(=O)oc3c(C)c(O)ccc23)cc1	i	22	i	i	5	i	15	i	0.5	i	6
Cc1cc(=O)oc2cc(OCC3CC(c4ccc(Br)cc4)=NO3)ccc12 (stereo unspecified)	i	23	i	i	-27	i	2	i	-0.3	i	-15
COc1cc2nc(CN(C)Cc3ccc(C(C)(C)C)cc3)[nH]c(=O)c2cc1OC	i	-1	i	i	-34	i	-5	i	0.3	i	-20
CCOC(=O)Cc1csc(NC(=O)Cc2cccs2)n1	i	-17	i	i	-14	i	9	i	1.7	i	-9
COc1cc(NC(=S)NC(C)(C)C)c(OC)cc1Cl	i	-8	i	i	-20	i	1	i	0.0	i	3
O=S(=O)(c1ccccc1)C1Cc2ccccc2C1Cl (stereo unspecified)	i	-41	i	i	nt	i	nt	i	0.1	i	-1
O=S1(=O)CC(O)C(N(CCO)C(=S)Nc2ccccc2)C1 (stereo unspecified)	i	9	i	i	-12	i	-1	i	0.0	i	5
CC(C)(C)OC(=O)NC1CCN(S(=O)(=O)c2ccc3c(c2)OCCO3)CC1	i	7	i	i	-16	i	3	i	0.1	i	-2
CNC(=S)N(CCc1ccccc1)Cc1cc2cc(OC)c(OC)cc2[nH]c1=O	i	12	i	i	-19	i	4	i	0.1	i	-2
CCC(C)[C@H](NC(=O)NCc1ccc(S(N)(=O)=O)cc1)C(=O)O (stereo partly specified)	i	6	i	i	-11	i	-1	i	0.1	i	4
COc1ccc(-c2csc(N(CCc3ccc(OC)c(OC)c3)C(=O)COc3ccccc3)n2)cc1	i	7	i	i	-31	i	2	i	2.2	i	9
O=C(CSc1nnc(-c2ccccc2)n1Cc1ccccc1)N1CCCC1	i	16	i	i	-27	i	6	i	-0.7	i	1
Nc1nc(Nc2cccc3ccccc23)nc(C2CCCC2=O)n1 (stereo unspecified)	i	-10	i	i	0	i	-2	i	-0.1	i	6
COCCCNC(=O)CCCn1c(=O)[nH]c2ccccc2c1=O	i	8	i	i	7	i	-2	i	-0.2	i	9
O=[N+]([O-])c1cccnc1Sc1ccc(Br)cc1	i	?	i	i	nt	i	nt	i	-0.4	i	-3
Cc1cccc(C)c1N(CC(=O)NCc1ccc(F)cc1)C(=O)c1csnn1	i	1	i	i	-8	i	0	i	-0.2	i	0
O=C(Cn1ccnc1)c1ccc(Cl)cc1	i	7	i	i	-23	i	-1	i	0.5	i	-1
COC(=O)c1nnn(-c2nonc2N)c1CSc1nc2ccccc2o1	i	-11	i	i	-4	i	-8	i	-0.3	i	-21
Cc1ccc(C(=O)Nc2ccc(Br)c(C(F)(F)F)c2)cc1	i	-212	i	i	-115	i	2	i	2.1	i	30
CCOc1ccc(N2C(=O)CC(N3CCN(c4ccc(F)cc4)CC3)C2=O)cc1 (stereo unspecified)	i	-2	i	i	-22	i	1	i	-1.3	i	2
CC(C)(C)c1ccc(Oc2ccc(NC(=O)CCCC(=O)O)cn2)cc1	i	11	i	i	-26	i	-2	i	-0.6	i	15
COC(=O)c1sccc1NC(=O)c1ccc(OC)cc1OC	i	-98	i	i	2	i	7	i	0.0	i	-13
Cc1ccc(NC(=O)Nc2cc(S(C)(=O)=O)ccc2Cl)cc1	i	-77	i	i	-55	i	-1	i	1.9	i	1
CCCCNC(=O)/C(=C\c1ccc([N+](=O)[O-])o1)NC(=O)c1ccccc1	i	-2	i	i	15	i	1	i	-0.1	i	5
CCOC(=O)N1CCN(C(=O)CSc2nnc(CNC(=O)c3ccccc3F)o2)CC1	i	-4	i	i	-4	i	-4	i	-1.6	i	-5
CCn1c(Cn2nnc(-c3ccccc3)n2)nnc1SCC(=O)Nc1ccc(C(C)=O)cc1	i	-92	i	i	-76	i	4	i	1.3	i	0
CCOC(=O)Cc1csc(NC(=O)C2CCCCC2C(=O)O)n1 (stereo unspecified)	i	-3	i	i	-33	i	-1	i	-0.2	i	1
CCOc1ccccc1NC(=O)C1=C(C)NC(=O)NC1c1cccs1 (stereo unspecified)	i	19	i	i	-19	i	3	i	-0.2	i	9
Cc1ccc(NC(=O)Nc2ccc3c(c2)CCC3)cc1	i	-124	i	i	-115	i	0	i	3.4	i	-2
Next compounds.
SMILES	TRPC6 inhibitor	aSyn UTR inh	TRPC6 act	TRPC4 act	KLF5 inhibitor	TRPC4 inh	IEC-6 cytotox	TRPC4 potent	HIF activator	MrgX1 antag	SKKanGAS inh
COCCCn1c(SCC(=O)Nc2ccccc2F)nnc1-c1ccoc1C	i	-1	i	i	1	i	1	i	0.0	i	0
CCOC(=O)C1(CC2CC2)CCN(Cc2ccc(C(=O)OC)cc2)CC1	i	-3	i	i	-10	i	2	i	0.1	i	1
CC(C)OCCCNc1nc(-c2ccccc2)nc2ccccc12	i	-3	i	i	-27	i	2	i	0.0	i	2
Cc1ccc(C(=O)NC(=O)CSc2nnc(C)s2)cc1	i	-12	i	i	-24	i	-1	i	0.2	i	-3
Cc1occc(=O)c1OCc1ccccc1	i	-6	i	i	-1	i	7	i	-0.4	i	-16

Quoted at random: 2 entries already listed.
SMILES	TRPC6 inhibitor	aSyn UTR inh	TRPC6 act	TRPC4 act	KLF5 inhibitor	TRPC4 inh	IEC-6 cytotox	TRPC4 potent	HIF activator	MrgX1 antag	SKKanGAS inh
COCCCn1c(SCC(=O)Nc2ccccc2F)nnc1-c1ccoc1C	i	-1	i	i	1	i	1	i	0.0	i	0
Cc1occc(=O)c1OCc1ccccc1	i	-6	i	i	-1	i	7	i	-0.4	i	-16

Source: PubChem BioAssay (several laboratories)

Rows are unselected; overall some 5.8% were active at least once.
